ABCB6 inh MLPCN – inhibitors of human ABC transporter ABCB6. K562-ABCB6 porphyrin accumulation, flow cytometry, 1 h; stronger effect = lower value. fluorescence ratio to DMSO, % at 10 µM. 0.19% of 360,000 active;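 active = fluorescence ratio to DMSO below 75%, the collection mean minus 3 SD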;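 also: signal is porphyrin accumulated inside mitochondria; 100% equals median channel fluorescence of DMSO control wells; lower ratio means ABCB6 inhibition with less porphyrin fluorescence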
MC4R antagonist – blocks human MC4R cAMP signaling; inhibition, % at 6.5 µM; AID 540295; 0.48% of 360,000 active; MC4R-expressing cells, MTII-stimulated cAMP, LANCE TR-FRET;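 active = inhibition above its plate's cutoff, the mean of tested wells on that plate plus 3 SD, cut at about 29% in these data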;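 also: 0% = Melanotan II alone and 100% = Melanotan II plus saturating MCL0020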
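Assay system: human MC4R-expressing U2OS cells; reagent: Melanotan II stimulation of cells; dosing: 6.5 µM single dose; timing: compound 30 min, challenge 1 h, detection 1 h; signal: TR-FRET cAMP assay; replicates: one well per compound, no replicates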
Glyco luc inh – blocks N-linked glycosylation in D54 reporter cells. reporter increase, % at 12.5 µM. D54 ERlucT glycosylation luciferase reporter, 24 h; percent of 100 nM tunicamycin response. AID 588692. 0.23% of 360,000 active;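 active = mean luciferase reporter signal, scaled so untreated is 0 and the glycosylation-blocking control 100, at or above a set limit in every replicate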;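 also: luciferase carries N-glycosylation sites so blocking glycosylation raises the light; 0% = median of neutral control wells and 100% = median of 100 nM tunicamycin wells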
TLR9-MyD88 inh – TLR9-MyD88 interaction inhibition; CHO BLA complementation TLR9-MyD88, CCF4 FRET ratio; inhibition, % at 4.98 µM; 0.21% of 340,000 active; AID 504734;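 active = inhibition above the mean over all tested compounds plus 3 SD, cut at about 21% in these data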;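 also: 0% = DMSO only wells and 100% = clavulanate BLA inhibitor control wells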
ABHD5 PLIN5 PPI – ABHD5-PLIN5 protein interaction inhibition. Q00G26+Q8WTS1. Split G. princeps luciferase complementation, luminescence, 4 h. inhibition, % at 4 µM. 0.78% of 360,000 active. AID 602281;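 active = inhibition above the mean inhibition across every tested compound plus 3 SD, cut at about 22% in these data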;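 also: 0% = DMSO only wells and the 100% control is not disclosed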
MC4R barr agon – agonists of human melanocortin 4 receptor (MC4R) beta-arrestin. activation, % at 8.9 µM. U2OS MC4R beta-arrestin complementation, luminescence; percent of melanotan II response, DMSO zero. 0.98% of 360,000 active. AID 540308. P32245;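 active = activation above a per-plate cutoff, the mean activation of sample wells on that plate plus 3 SD, cut at about 8% in these data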
Cardio protect – myocardial damage modulation in H9c2 cells; H9c2 cardiomyocytes, H2O2 injury protection, ATPLite, 2 h; protection from H2O2 cell death, % at 20 µM; 0.63% of 360,000 active; AID 588492;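 active = compounds giving at least 50% protection of heart cells from peroxide-induced death in the single-dose screen, raw or plate-pattern-corrected value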;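 also: 0% = DMSO wells with peroxide and 100% = DMSO wells without peroxide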
NOD2-RIPK2 inh – blocks binding of human NOD2 to RIPK2. O43353. CHO BLA complementation NOD2-RIPK2, CCF4 ratio. inhibition, % at 4.98 µM. 0.38% of 360,000 active; in the data active = inhibition above about 21%;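 also: 0% = vehicle only and 100% = reference blocker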
Target sequence (O43353 whole entry, looked up): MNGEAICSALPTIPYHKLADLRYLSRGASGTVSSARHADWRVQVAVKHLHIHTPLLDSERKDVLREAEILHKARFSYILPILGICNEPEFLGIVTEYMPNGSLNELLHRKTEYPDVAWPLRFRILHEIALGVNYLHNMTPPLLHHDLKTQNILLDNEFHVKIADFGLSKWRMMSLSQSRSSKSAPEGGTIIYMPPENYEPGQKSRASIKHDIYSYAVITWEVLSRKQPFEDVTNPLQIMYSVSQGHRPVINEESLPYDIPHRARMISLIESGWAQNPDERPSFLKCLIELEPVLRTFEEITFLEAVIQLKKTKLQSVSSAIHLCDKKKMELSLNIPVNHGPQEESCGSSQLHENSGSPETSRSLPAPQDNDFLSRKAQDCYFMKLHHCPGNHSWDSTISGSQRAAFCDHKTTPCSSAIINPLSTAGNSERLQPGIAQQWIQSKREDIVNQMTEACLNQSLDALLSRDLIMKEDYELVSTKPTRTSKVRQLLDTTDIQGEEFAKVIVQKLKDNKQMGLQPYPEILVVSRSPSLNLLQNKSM
m5-HT2A agonist – mouse HTR2A agonism via beta-arrestin recruitment; activation, % at 7.6 µM; P35363; 0.66% of 360,000 active; CHO-K1 mHTR2A beta-arrestin complementation, luminescence; percent of 30 µM serotonin response; AID 624169;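 active = activation above a run cutoff, the mean activation of all tested compounds plus 3 SD, cut at about 14% in these data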;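 also: 0% = plate median of compound wells and 100% = 30 µM serotonin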
Target sequence (P35363 whole entry, looked up): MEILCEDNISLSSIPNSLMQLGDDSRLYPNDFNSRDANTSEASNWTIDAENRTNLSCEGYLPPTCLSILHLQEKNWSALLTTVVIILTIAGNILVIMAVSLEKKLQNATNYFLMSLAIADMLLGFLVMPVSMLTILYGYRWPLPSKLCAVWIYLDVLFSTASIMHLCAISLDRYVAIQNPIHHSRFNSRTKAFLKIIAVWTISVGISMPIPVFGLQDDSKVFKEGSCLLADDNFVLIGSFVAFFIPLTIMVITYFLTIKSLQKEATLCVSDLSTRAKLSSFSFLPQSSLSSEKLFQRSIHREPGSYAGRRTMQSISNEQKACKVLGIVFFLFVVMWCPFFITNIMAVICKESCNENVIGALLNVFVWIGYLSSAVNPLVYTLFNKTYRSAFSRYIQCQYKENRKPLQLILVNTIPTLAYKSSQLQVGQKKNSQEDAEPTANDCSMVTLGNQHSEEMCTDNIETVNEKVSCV
SRC2 inh – human SRC2 (NCOA2) inhibition | Q15596 | HEK293 GAL4-SRC2 luciferase reporter, luminescence | inhibition, % at 9 µM | 0.17% of 370,000 active | AID 651957;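 active = inhibition above the mean inhibition of all tested compounds plus 3 SD, set per campaign, cut at about 52% in these data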;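 also: 0% = DMSO treated cells and 100% = cells given Gossypol at 36 µM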
The depositor's hits bear a star; / = not tested or not shown.

Start of the data: the first 4 records as a preview:
1. OC(COc1ccccc1)CSc1ncn[nH]1 (configuration not stated)
2. C=CCn1c(SCC(=O)c2cc(C)n(C(C)COC)c2C)nc2sc(C)c(C)c2c1=O (configuration not stated)
3. CC(OC(=O)c1ccc(Cl)cc1)C(=O)NCC1CCCCC1 (configuration not stated)
4. CC1CCC(C(C)C)C(OCC[N+](C)(C)C)C1 (configuration not stated)

assay / entry	1	2	3	4
ABCB6 inh MLPCN	100	95	95	100
MC4R antagonist	5	18	1	5
Glyco luc inh	2	2	0	2
TLR9-MyD88 inh	7	-6	4	-13
ABHD5 PLIN5 PPI	1	2	-3	4
MC4R barr agon	-0.7	-0.9	-2.8	-0.8
Cardio protect	4	-2	-8	-4
NOD2-RIPK2 inh	-11	1	-3	-13
m5-HT2A agonist	-2	3	5	0
SRC2 inh	-6	25	-20	3

The listing (from the top)
1. OC(COc1ccccc1)CSc1ncn[nH]1 (configuration not stated)
2. C=CCn1c(SCC(=O)c2cc(C)n(C(C)COC)c2C)nc2sc(C)c(C)c2c1=O (configuration not stated)
3. CC(OC(=O)c1ccc(Cl)cc1)C(=O)NCC1CCCCC1 (configuration not stated)
4. CC1CCC(C(C)C)C(OCC[N+](C)(C)C)C1 (configuration not stated)
5. Fc1ccccc1-n1c(-c2ccc3ccccc3n2)n[nH]c1=S
6. CN1CCN(C/C(=C2/N=C(c3ccccc3)OC2=O)N(C)C)CC1
7. Oc1c(Br)cc(Br)cc1/C=N/N1CCN(Cc2ccccc2)CC1
8. O=C(COC(=O)c1ccc(Cl)nc1)Nc1cccc(S(=O)(=O)N2CCCCC2)c1
9. CCOc1ccc(NC(=S)N2CCc3cc(OC)c(OC)cc3C2COc2ccc3c(C)cc(=O)oc3c2)cc1 (configuration not stated)
10. CCOC(=O)c1ccc(N=NN(C)C)cc1

assay / entry	1	2	3	4	5	6	7	8	9	10
ABCB6 inh MLPCN	100	95	95	100	106	98	99	101	96	98
MC4R antagonist	5	18	1	5	13	0	0	2	3	-9
Glyco luc inh	2	2	0	2	4	2	1	3	2	0
TLR9-MyD88 inh	7	-6	4	-13	3	-3	6	-3	8	-5
ABHD5 PLIN5 PPI	1	2	-3	4	-4	2	-4	5	-2	-3
MC4R barr agon	-0.7	-0.9	-2.8	-0.8	-2.2	-2.4	2.0	1.8	-0.3	-1.1
Cardio protect	4	-2	-8	-4	-10	4	-6	-8	-4	2
NOD2-RIPK2 inh	-11	1	-3	-13	-6	-10	-16	-6	0	-7
m5-HT2A agonist	-2	3	5	0	3	-3	3	4	-6	-3
SRC2 inh	-6	25	-20	3	-18	-2	-7	5	19	-43

11. c1cncc(-c2cn(C[C@H]3CC[C@@H]([C@@H]4CC[C@H](Cn5cc(-c6cccnc6)nn5)O4)O3)nn2)c1
12. C[C@H]1C=C(C(=O)NCc2nc3ccccc3[nH]2)O[C@@H](OCc2ccc(CO)cc2)C1
13. C=CCOc1ccc(/C=C/C(=O)OCC(=O)NC2CCCCCC2)cc1
14. CN1CCN(C2Cc3cc(Cl)ccc3Sc3cc(F)ccc32)CC1 (configuration not stated)
15. N#C/C(=C\c1c(Oc2ccccc2F)nc2ccccn2c1=O)C(=O)NC1CCS(=O)(=O)C1 (configuration not stated)
16. CC(C)=CCN1CCN(Cc2cnc(C)s2)CC1CCO (configuration not stated)
17. Cc1nc2cc(NC(=O)NC(C)(C)C)ccc2n1C
18. CC(=O)c1ccc(NC(=S)NCc2ccco2)cc1
19. COc1ccc(N2C(=S)NC3CS(=O)(=O)CC32)cc1 (configuration not stated)
20. COc1ccc(NC(=O)c2ccc3nc(C)c(N(C)C(=O)CCc4ccccc4)n3c2)cc1OC

assay / entry	11	12	13	14	15	16	17	18	19	20
ABCB6 inh MLPCN	100	88	91	98	96	81	100	99	96	96
MC4R antagonist	9	3	-1	9	-1	3	-1	-6	6	4
Glyco luc inh	2	-6	0	-6	1	0	-1	1	-1	1
TLR9-MyD88 inh	0	3	-8	-9	-2	5	3	-2	-11	/
ABHD5 PLIN5 PPI	3	3	4	10	6	1	-1	-3	0	-4
MC4R barr agon	-1.3	-1.7	6.7	5.2	-1.4	-0.5	-0.8	-4.2	-3.1	-1.9
Cardio protect	-1	2	-5	-7	7	3	5	-4	10	12
NOD2-RIPK2 inh	-14	4	-6	6	-7	-7	6	-5	-10	-6
m5-HT2A agonist	13	0	9	-12	-4	6	4	6	-3	-5
SRC2 inh	23	-12	4	8	10	3	-17	-4	8	21

21. CCOCCCNC(=O)c1c(C)[nH]c(C(=O)OCC)c1C
22. COc1ccc(CN2CCN(C(C)C)C(CCO)C2)cc1Cn1cncn1 (configuration not stated)
23. c1ccc(CNc2ncn[nH]2)cc1
24. C[N+]1(CCCCSc2ccc(O)cc2)CCCCC1
25. CC(C)c1ccc(O)c(NC(=O)c2cncc(Br)c2)c1
26. O=C(Nc1ccccc1C(=O)N1CCOCC1)C1CCCO1 (configuration not stated)
27. Cc1[nH]nc(-c2cccnc2)c1N=NN(C)C
28. CCc1c(C)sc(NC(=O)c2ccco2)c1C(=O)N1CCOCC1
29. CCCc1cc(=O)n2[nH]c(-c3cccc(Br)c3)cc2n1
30. COc1ccc2[nH]c(=O)c(CNc3ccccc3)cc2c1

assay / entry	21	22	23	24	25	26	27	28	29	30
ABCB6 inh MLPCN	98	84	100	104	95	89	91	94	99	105
MC4R antagonist	-3	9	1	10	0	3	-16	3	-1	9
Glyco luc inh	2	3	2	2	0	1	-5	-2	1	1
TLR9-MyD88 inh	5	-11	-4	-5	3	0	15	1	-22	7
ABHD5 PLIN5 PPI	6	-2	8	0	-8	1	62*	-4	-4	-4
MC4R barr agon	-0.1	0.0	0.1	2.2	3.8	-1.1	-3.3	-1.6	-0.4	-1.8
Cardio protect	0	4	8	-9	-8	11	-10	5	-11	11
NOD2-RIPK2 inh	0	-2	14	1	-8	-3	37*	-9	1	3
m5-HT2A agonist	0	0	3	0	1	-1	-5	1	5	0
SRC2 inh	6	-30	14	6	-12	-13	37	6	-77	-61

The final 2 compounds of the section above come first, to join the parts:
29. CCCc1cc(=O)n2[nH]c(-c3cccc(Br)c3)cc2n1
30. COc1ccc2[nH]c(=O)c(CNc3ccccc3)cc2c1
31. COc1cccc(N(CC(=O)Nc2cccc(C(C)=O)c2)S(C)(=O)=O)c1
32. O=S(=O)(NCc1csc(-c2cccnc2)n1)c1ccc2c(c1)OCCO2
33. O=c1c(Cc2c(F)cccc2Cl)c(O)ccn1C1CC1
34. Cc1cc(C)cc(N(C(=O)c2sc(C)nc2C)C(C(=O)NCc2ccco2)c2ccccc2)c1 (configuration not stated)
35. Fc1ccc(COc2ccc(Cl)cc2/C=N/Nc2nc(N3CCCC3)nc(N3CCCC3)n2)cc1
36. CN(C(=O)Cn1nnc(-c2cccc(C(F)(F)F)c2)n1)C1CCCCC1
37. COc1ccc(CCC(=O)N2CCc3ccccc32)cc1
38. COc1ccc(C(=O)CC(=O)C(=O)Nc2ccc([N+](=O)[O-])cc2C)cc1
39. Cn1cc(Cc2ccc(C(=O)N3CCOCC3)cn2)c2ccccc21
40. C=CCNC(=O)c1ccc(-c2ccc([N+](=O)[O-])cc2)o1

assay / entry	29	30	31	32	33	34	35	36	37	38	39	40
ABCB6 inh MLPCN	99	105	102	103	90	106	97	102	101	107	101	98
MC4R antagonist	-1	9	5	6	0	13	13	12	11	-6	13	6
Glyco luc inh	1	1	1	-1	1	-3	1	3	0	1	2	3
TLR9-MyD88 inh	-22	7	-1	-3	-4	-11	-4	-10	-2	3	/	-6
ABHD5 PLIN5 PPI	-4	-4	0	4	3	0	-1	-2	2	6	-3	11
MC4R barr agon	-0.4	-1.8	-1.5	-0.9	-2.3	0.7	2.5	0.1	-0.7	0.4	0.0	-0.9
Cardio protect	-11	11	-5	0	-8	4	-3	-1	-12	7	2	19
NOD2-RIPK2 inh	1	3	-5	-3	-8	12	-11	-2	1	0	0	3
m5-HT2A agonist	5	0	-10	4	3	1	0	13	-4	4	1	-2
SRC2 inh	-77	-61	-3	-2	-5	-19	-11	-11	-58	24	-22	-14

41. CCn1c(SCC(=O)Nc2sc3c(c2C#N)CCC(C(C)(C)C)C3)nnc1-c1ccco1 (configuration not stated)
42. Nc1c(S(=O)(=O)c2cccs2)c2nc3ccccc3nc2n1Cc1cccs1
43. COc1ccc(OC)c(C(=O)c2ccccc2)c1
44. Cn1c(C(=O)N/N=C/c2ccccc2)cc2ccccc21
45. COc1cccc(NC(=O)CSc2nnc(-c3ccc(C)cc3)o2)c1
46. CSC1=C(C#N)C2(CCCCC2)C(C(=O)Nc2ccccc2)=C(C)N1
47. CCN(CC(=O)Nc1c(F)cccc1F)C(=O)c1ccc(S(=O)(=O)N2CCCC2)cc1
48. Cc1ccc(NC(=O)C2COc3ccccc3O2)cc1 (configuration not stated)

assay / entry	41	42	43	44	45	46	47	48
ABCB6 inh MLPCN	93	105	101	98	100	95	98	101
MC4R antagonist	-2	-1	-2	-2	6	-4	1	3
Glyco luc inh	2	-4	0	-2	-5	-2	1	-1
TLR9-MyD88 inh	-1	-12	-1	-1	-6	-2	-10	-5
ABHD5 PLIN5 PPI	3	6	-2	-6	0	-3	-5	-6
MC4R barr agon	-0.3	2.2	-0.1	0.3	1.9	-2.1	-0.8	-1.1
Cardio protect	-7	-9	2	-8	-18	4	-5	-6
NOD2-RIPK2 inh	-2	3	0	-4	-5	-8	-7	8
m5-HT2A agonist	1	-2	3	-7	-2	-3	-5	1
SRC2 inh	-11	-8	9	2	-34	10	-36	-50

Screening results (PubChem)

Some of the compounds tested, so the mix of outcomes need not match the whole.
